PLCb3 inh: PLC-beta3 (human) inhibition, primary screen | Q01970 | Purified PLC-beta3, fluorogenic substrate, fluorescence | actives 0.18% (n = 370,000) | inhibition, % at 12.2 µM | AID 720704; in the data active = inhibition above about 11%;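 note: 0% = median of compound wells on plate and 100% = full blocker control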
DAX1 inh-1: inhibitors of human orphan nuclear receptor DAX1 (NR0B1); AID 504766; inhibition, % at 6.75 µM; HEK293 Gal4-DAX1 luciferase reporter, luminescence; P51843; actives 0.99% (n = 340,000);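 active = inhibition above the mean over all tested compounds plus 3 SD, cut at about 4.2% in these data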;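 note: 0% = DAX1-transfected cells with DMSO and 100% = empty-vector control cells with DMSO; inhibition shows as a rise in luminescence from relieved DAX1 repression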
PG9 Ab binder: binds the HIV-1 gp120 antibody PG9; TR-FRET gp120-PG9 antibody binding; inhibition, % at 6.7 µM; actives 0.43% (n = 360,000); in the data active = inhibition above about 8.5%
Rev-erbA mod: modulates human Rev-erb alpha binding to DNA. actives 0.79% (n = 370,000). activity, % at 10 µM. Rev-erbα–FITC-DNA binding, fluorescence polarization, 90 min;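 active = activity above about 14%, limit read from the data; passing the limit was not always enough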;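 note: 0% = DMSO wells with 35 nM protein and 100% = DMSO wells with 750 nM protein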
Target sequence (P20393 whole entry, looked up): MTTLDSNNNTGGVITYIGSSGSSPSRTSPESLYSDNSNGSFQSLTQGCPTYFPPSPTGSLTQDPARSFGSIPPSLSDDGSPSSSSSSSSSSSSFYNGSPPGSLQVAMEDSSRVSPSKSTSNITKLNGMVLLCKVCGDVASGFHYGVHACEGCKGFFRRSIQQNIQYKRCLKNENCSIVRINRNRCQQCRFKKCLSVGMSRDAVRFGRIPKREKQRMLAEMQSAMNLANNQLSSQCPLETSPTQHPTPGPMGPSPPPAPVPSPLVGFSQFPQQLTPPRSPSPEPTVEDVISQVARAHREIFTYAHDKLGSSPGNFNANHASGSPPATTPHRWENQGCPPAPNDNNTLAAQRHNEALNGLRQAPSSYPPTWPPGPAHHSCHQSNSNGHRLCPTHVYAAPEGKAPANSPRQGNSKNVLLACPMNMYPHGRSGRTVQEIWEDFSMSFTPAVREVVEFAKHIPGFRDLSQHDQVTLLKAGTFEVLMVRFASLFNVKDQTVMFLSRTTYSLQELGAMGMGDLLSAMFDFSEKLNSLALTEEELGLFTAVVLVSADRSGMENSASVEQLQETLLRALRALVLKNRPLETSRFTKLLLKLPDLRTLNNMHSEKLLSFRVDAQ
hgDAF-12 ag: agonists of H. glycines DAF-12 nuclear receptor; HEK293 GAL4-hgDAF12 UAS-luciferase reporter, agonist luminescence; normalized to butyrate control; activation, % at 6.8 µM; actives 1.8% (n = 370,000); AID 687014;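 active = activation above a cutoff set at the mean of all screened compounds plus 3 SD, cut at about 10% in these data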;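 note: 0% = DMSO wells and 100% = sodium butyrate wells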
ssDAF12 agonist: S. stercoralis DAF-12 activation, primary screen. activation, % at 6.8 µM. HEK293 ssDAF-12/GRIP1 lit1-tk-luc reporter, luminescence; % of 3 µM dafachronic acid response. AID 652126. actives 1% (n = 370,000);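 active = activation above the mean over all tested compounds plus 3 SD, cut at about 0.9% in these data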;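 note: 0% = DMSO-only wells and 100% = 3 µM delta7-dafachronic acid wells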
FXN GAA850 act: activators of GAA850 frataxin (FXN) promoter. HEK293 lucGAA850 FXN promoter luciferase reporter, 24 h; percent of 10 µM SAHA response. activation, % at 6 µM. actives 0.56% (n = 360,000). AID 540364;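 active = activation above the average of all compounds screened plus 3 SD, cutoff fixed separately per campaign, cut at about 7.5% in these data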;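 note: 0% = DMSO wells and 100% = 10 µM SAHA wells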
SMARCA2 act: activators of SMARCA2 function; MG213 cells, MMTV-luciferase reporter, dexamethasone, overnight; activation, % at 9.1 µM; actives 1% (n = 370,000); AID 652017; in the data active = activation above about 7.8%;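 note: 0% = vehicle wells and 100% = reference activator wells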
hcDAF-12 act: activates DAF-12 receptor from parasite H. contortus | HEK293 hcDAF-12 lit1-tk-luc reporter, luminescence; 0% DMSO, 100% Δ7-dafachronic acid | activation, % at 6.8 µM | actives 1.4% (n = 370,000) | AID 652067;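 active = activation above the mean of all tested compounds plus 3 SD, cut at about 5.5% in these data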;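 note: 100% = response to 3 µM Δ7-dafachronic acid high control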
DAX1 inh-2: DAX1 (NR0B1) inhibition, primary screen | actives 1.1% (n = 370,000) | inhibition, % at 6.8 µM | HEK293T StAR-luciferase reporter, SF-1/DAX-1 repression relief | AID 652010;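 active = inhibition above the mean over all tested compounds plus 3 SD, cut at about 3.6% in these data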;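 note: 0% = DAX-1 cells with DMSO and 100% = cells lacking DAX-1 with DMSO; higher inhibition means more luminescence from relief of DAX-1 repression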
sPLA2-III inh: Inhibits HGIII-sPLA2 liposome hydrolysis, primary screen | inhibition, % at 12.2 µM | Q9NZ20 | actives 0.56% (n = 370,000) | AID 743126 | QFRET BODIPY PC-A2 liposome hydrolysis, fluorescence;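 active = inhibition above mean plus 3 SD of compounds lying within the high and low control bounds, cut at about 19% in these data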;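 note: 0% = median of test compound wells and 100% = no enzyme DMSO wells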
Target sequence (Q9NZ20 whole entry, looked up): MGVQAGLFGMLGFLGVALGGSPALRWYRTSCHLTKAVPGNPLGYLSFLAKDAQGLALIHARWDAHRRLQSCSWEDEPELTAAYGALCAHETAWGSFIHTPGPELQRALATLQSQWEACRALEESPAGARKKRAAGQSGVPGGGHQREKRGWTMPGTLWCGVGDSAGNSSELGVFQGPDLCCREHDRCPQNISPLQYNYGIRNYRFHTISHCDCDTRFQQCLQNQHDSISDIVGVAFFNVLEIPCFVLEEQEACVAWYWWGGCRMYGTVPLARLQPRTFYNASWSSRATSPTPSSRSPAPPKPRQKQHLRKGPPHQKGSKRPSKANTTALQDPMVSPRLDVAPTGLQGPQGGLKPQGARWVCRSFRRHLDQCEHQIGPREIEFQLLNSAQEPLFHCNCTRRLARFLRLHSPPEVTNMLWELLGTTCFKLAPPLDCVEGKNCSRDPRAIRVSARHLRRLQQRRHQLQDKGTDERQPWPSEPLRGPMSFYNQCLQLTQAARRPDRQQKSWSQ
* = called active by the depositor; . = not tested or not shown.

SMILES	PLCb3 inh	DAX1 inh-1	PG9 Ab binder	Rev-erbA mod	hgDAF-12 ag	ssDAF12 agonist	FXN GAA850 act	SMARCA2 act	hcDAF-12 act	DAX1 inh-2	sPLA2-III inh
O=C(OCc1nc2ccccc2[n+]([O-])c1C(=O)c1ccccc1)c1cccnc1	-10	1.2	0.9	0	1.7	-1.9	-0.3	-2	-0.4	0.0	16
Cc1ccc(OCc2cc(C(=O)N3CCN(CC(=O)NC(C)C)CC3)no2)cn1	5	0.8	-3.0	-1	2.7	-1.3	0.6	-1	-1.2	-0.8	0
Cc1ccc(N(C)C)cc1	-6	.	-1.8	-2	1.3	-1.6	.	-6	0.8	0.3	13
O=C1Nc2cc(C(=O)NCCCN3CCCC3)ccc2S/C1=C\c1ccccc1	-42	0.4	-3.9	-9	-1.0	-0.9	2.5	1	1.4	3.0	-9
COc1ccc2nc3n(c(=O)c2c1)-c1ccc(Cl)cc1C(=O)NC3Cc1ccc(O)cc1 (centres undefined)	2	-0.7	-1.9	6	-0.2	-1.1	-1.8	0	-0.1	-0.2	-9
Cc1ccc(OCCC(=O)OC(C)C(=O)Nc2c(C)n(C)n(-c3ccccc3)c2=O)cc1 (centres undefined)	-7	1.5	1.8	1	2.2	-1.0	2.5	-3	-1.7	0.1	9
N#Cc1ccc(Oc2cccc(C(=O)O)c2)cc1C#N	-1	0.0	-0.7	-6	0.1	-0.8	-0.1	-3	-0.5	-0.1	1
O=C(NCc1nnc(SCC(=O)N2CCc3ccccc32)o1)c1cccs1	1	-1.5	-1.0	3	-3.1	-1.4	2.5	-2	-1.4	0.0	4
Cc1ccc(NCc2ccc(Cl)nc2)c(NCc2ccc(Cl)nc2)c1	-21	0.7	0.8	-3	-0.5	-1.2	2.0	-3	0.0	0.3	1
Cc1cccc(-c2n[nH]c(=S)n2/N=C/c2ccco2)c1	-8	0.5	-1.0	-1	1.4	-1.4	-0.9	-2	-0.9	0.1	17
Cc1occc1C(=O)NCCCc1ccccc1	1	1.5	0.6	2	4.3	-0.7	4.4	2	0.1	0.2	-4
CC(C)[C@H](NC(=O)[C@@H]1Cc2c([nH]c3ccccc23)C2c3ccccc3C(=O)N21)C(=O)NCC1CCCO1 (some centres undefined)	-19	0.7	0.6	3	1.9	-1.0	-2.2	1	1.4	-0.9	-13

Shown with two lines to a compound: three of the compounds above
Sequence of screens – PLCb3 inh, DAX1 inh-1, PG9 Ab binder, Rev-erbA mod, hgDAF-12 ag, ssDAF12 agonist, FXN GAA850 act, SMARCA2 act, hcDAF-12 act, DAX1 inh-2, sPLA2-III inh
- Cc1ccc(N(C)C)cc1
  -6, ., -1.8, -2, 1.3, -1.6, ., -6, 0.8, 0.3, 13
- CC(C)[C@H](NC(=O)[C@@H]1Cc2c([nH]c3ccccc23)C2c3ccccc3C(=O)N21)C(=O)NCC1CCCO1 (some centres undefined)
  -19, 0.7, 0.6, 3, 1.9, -1.0, -2.2, 1, 1.4, -0.9, -13
- Cc1cccc(-c2n[nH]c(=S)n2/N=C/c2ccco2)c1
  -8, 0.5, -1.0, -1, 1.4, -1.4, -0.9, -2, -0.9, 0.1, 17

Going on with the list:
SMILES	PLCb3 inh	DAX1 inh-1	PG9 Ab binder	Rev-erbA mod	hgDAF-12 ag	ssDAF12 agonist	FXN GAA850 act	SMARCA2 act	hcDAF-12 act	DAX1 inh-2	sPLA2-III inh
Cn1c(=O)n(Cc2ccccc2)c(=O)c2c1nc1n2CCS1	6	1.2	0.9	-1	0.3	-1.0	-0.4	4	-1.0	0.5	8
CCN(CC)P(=O)(Nc1ccc(Br)cc1)c1c(C)nn(CCC#N)c1NC(=O)c1ccc(Cl)cc1 (centres undefined)	0	-1.7	-1.0	1	-1.7	-0.4	-0.7	0	-0.7	0.1	-53
Cc1nc2ccc(C(=O)N(C)CC3CCCN(CCc4ccc(Cl)cc4)C3)cc2[nH]1 (centres undefined)	-4	0.8	-1.3	8	0.1	-1.4	1.7	2	-2.0	1.1	-3
Cc1ccccc1CC1(CO)CCCN(C(=O)c2ccc(F)cc2)C1 (centres undefined)	-1	-0.2	0.9	-3	-2.1	-1.5	0.5	0	-1.0	0.3	-3
O=C(COC(=O)/C=C/c1cccc(F)c1)Nc1ccccc1	-1	-1.0	-2.4	7	0.8	-0.1	-1.1	-2	0.6	-0.4	3
O=C(c1ccc(Cl)c(Cl)c1)N1CCC(O)(CN2CCOCC2)CC1	-6	-0.5	-3.6	.	0.8	-1.1	2.9	3	-0.7	-0.6	-1
O=C(c1cc(F)c(F)cc1Cl)N1CCCCC1	1	-0.1	-0.2	-3	-1.0	-0.9	0.8	-1	-0.5	-0.3	4
CC(=O)Oc1cccc(C(=O)Nc2ccc(NC(=O)c3cccs3)cc2)c1	-6	-0.6	0.8	-4	5.2	-0.5	2.0	3	0.1	4.5*	1
CCCCn1c(=N)n(CC(O)COc2cccc(C)c2)c2ccccc21 (centres undefined)	0	0.7	0.9	0	-1.9	-1.6	-9.0	-4	-1.4	-1.2	11
O=C(CSc1nnc(NC(=O)c2ccc(F)cc2)s1)NCc1ccco1	-8	0.1	-1.2	-3	14*	-0.1	4.3	7	-0.4	6.5*	4
CN1CCN(/N=C/c2ccc(N(C)c3ccccc3)cc2)CC1	-33	0.7	-1.8	1	-1.7	-1.3	0.8	0	0.1	-1.0	-1
CC(C)CC1C(=O)N(Cc2cn(CCC3OCCCO3)nn2)CCS(=O)(=O)N1Cc1ccc(-c2ccc(Cl)nc2)cc1 (centres undefined)	-3	5.1*	-0.8	2	0.8	-1.4	1.7	4	-0.7	-1.9	-18
O=C(Cc1ccc(Cl)c(Cl)c1)Nc1cccnc1	-4	-0.3	-0.3	0	-2.3	-1.2	0.5	-4	-0.2	-0.2	0
CC(OC(=O)CN1C(=O)NC2(CCCC2)C1=O)C(=O)c1ccc(C(C)(C)C)cc1 (centres undefined)	2	-1.0	0.7	2	0.1	-0.8	1.7	-3	-0.1	0.5	-1
O=[N+]([O-])c1cccc(-c2noc(COc3ccccc3)n2)c1	1	0.5	-1.0	-4	0.2	-0.9	1.6	4	-2.1	0.2	-1
COc1ccc(N(C(=O)c2ccco2)C(C(=O)NC2CCCC2)c2ccccc2)cc1 (centres undefined)	-7	0.9	-0.3	3	-1.3	-0.7	-1.4	1	-1.5	0.1	2
CN1CCN(C(CNS(=O)(=O)c2cccs2)c2cccnc2)CC1 (centres undefined)	2	2.5	-1.6	-2	1.7	-1.1	-0.7	-1	-0.2	-0.5	0
O=C(OCC(=O)c1c[nH]c2ccccc12)c1ccc(F)c(S(=O)(=O)N2CCOCC2)c1	0	-1.6	-0.8	8	0.6	-0.5	-1.0	-3	0.4	0.5	-10
O=C(CN1C2CCCC1CC(NC(=O)C1CCCCC1)C2)Nc1ccccc1C(F)(F)F (centres undefined)	-4	0.8	-3.2	9	-0.6	-1.5	-2.5	-3	1.1	-0.7	10
O=C(NC(Cc1ccccc1)C(=O)O)/C(=C/c1cccc(Br)c1)NC(=O)c1ccco1 (centres undefined)	-60	-1.7	-2.7	0	-0.6	-0.9	-1.7	-3	-1.6	0.0	0
COc1cccc(CNc2ccc(F)c(Cl)c2)c1OC	2	-1.8	-0.4	8	0.4	-2.0	2.0	-6	-2.6	-1.1	8
Cc1ccc(C(=O)N2CCCC2(C)C(=O)NCC(C)C)cc1F (centres undefined)	-2	.	-0.9	-2	-1.6	-0.8	1.3	-2	-0.7	0.4	9
O=C(c1ccccc1-c1ccccc1)N1CCN(c2ccccn2)CC1	-1	-1.6	0.5	-5	2.3	-1.9	-3.7	-1	0.2	-2.9	4
COc1cc(C(=O)NCCc2cn3ccc(C)cc3n2)cc(OC)c1OC	4	0.0	-0.2	2	-1.6	-1.1	2.2	1	3.7	-0.4	1
O=C(NCc1ccccc1)C(c1ccccc1)N(C(=O)c1csnn1)C1CC1 (centres undefined)	1	0.2	-1.0	1	1.5	-1.3	1.6	1	0.0	0.3	3
CC(=O)c1ccc(N(CC(=O)NC2CCCCC2)C(=O)CNC(=O)c2ccco2)cc1	0	-0.6	-2.9	3	-1.1	-0.7	0.6	6	0.0	0.3	-2
COc1cccc(C(=O)Nc2sc3c(c2C(=O)O)CCCC3)c1	-63	1.1	0.8	1	0.9	0.8	2.7	5	1.6	0.6	-7
COc1ccc(CN2CCC(n3nccc3NC(=O)CCOc3ccccc3)CC2)cc1C	-6	0.6	-2.7	1	1.3	-1.4	-1.9	2	-2.1	-2.6	-17
O=C(c1ccc(Br)o1)N1CC=C(c2ccccc2)CC1	-10	-0.5	-0.6	3	-3.4	-0.7	0.5	5	-1.2	0.5	0
O=C(Nc1ccccc1N1CCOCC1)C1CCN(S(=O)(=O)c2cccc(C(F)(F)F)c2)CC1	2	-1.0	-1.2	9	-0.6	-1.3	-0.7	1	-1.0	-0.6	-6
COCCNC(=S)N1CCN(c2cccc(C)c2C)CC1	0	-0.7	-1.5	-3	4.4	-1.3	3.9	-2	-0.5	-0.5	10
CCCn1nc(C(=O)OCC(=O)c2ccccc2)c2ccccc2c1=O	-5	-1.7	0.0	3	-3.5	-1.1	-0.1	3	-1.0	1.9	4
Cc1ccc2c(c1C)-c1c(ccc(C)c1C)C(=O)C2=O	-31	-0.3	4.2	2	-8.2	-0.9	-3.0	-6	-3.2	-1.3	9
Cc1ccccc1N1Cc2ccccc2C1	-2	0.1	0.6	-2	-2.2	0.3	0.2	-6	0.8	-0.3	8
CS(=O)(=O)CCSc1ncccc1C(=O)NCc1cccs1	-6	.	-2.0	-4	0.2	-1.9	-1.2	0	-0.7	0.1	-4
Cc1cccn2c(=O)nc(SCC(=O)N3CCC(Cc4ccccc4)CC3)nc12	-14	0.4	-0.4	-1	0.0	-1.0	2.1	-1	-0.3	0.2	1
O=C(O)c1ccc(SCc2cnc(Cl)s2)cc1	2	-0.6	-2.7	-2	-1.9	-1.1	0.1	1	-0.1	0.4	-1
CCOC(=O)c1csc(NC(=O)CSc2nnnn2-c2ccc3c(c2)OCCO3)n1	4	-0.9	-0.1	-2	3.2	-1.0	2.5	-1	-1.6	-0.3	-4
O=C1CSC(c2ccccc2)N1c1ccc([N+](=O)[O-])cc1 (centres undefined)	-19	3.1	-1.1	0	-2.5	-1.6	1.9	-3	-2.6	0.4	2
CC(C)N(C(=S)Nc1ccc(S(=O)(=O)N2CCOCC2)cc1)c1ccccc1	2	.	-1.0	1	2.4	-0.4	1.1	-3	-0.8	-0.8	-5
Cc1ccc(S(=O)(=O)N2CCN(C(=O)[C@H](Cc3ccccc3)NC(=O)c3ccco3)CC2)cc1C	-7	-1.1	2.1	-4	0.9	-0.4	-0.6	-1	1.0	-0.3	1
O=C(Cn1nnc(-c2ccccc2F)n1)NCc1ccco1	-6	1.5	2.7	2	2.7	-1.5	-0.4	-5	-1.1	-0.4	1
Cc1csc(SCC(=O)Nc2cc(C(C)(C)C)nn2-c2ccccc2)n1	2	-1.7	-2.3	-3	-2.0	-1.0	1.2	-1	-2.2	-1.3	3
COc1ccc(-n2ncc3c2CC(C)(C)CC3NC(=O)c2ccnn2C)cc1 (centres undefined)	-3	-0.5	-0.3	2	-0.6	-1.2	1.5	3	-3.0	-0.2	-2

Assay outcomes deposited in PubChem by several laboratories.
